Rad51 HR inh: human RAD51 strand exchange inhibitors, primary screen, biochemical, fluorescence | DNA repair protein RAD51 homolog 1 (Homo sapiens), Q06609 | hRad51 DNA strand exchange, fluorescence dequenching | inhibition, % at 10 µM | 0.085% of 200,000 active | AID 1385, 2008;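 active means inhibition above 40% at the single screening dose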;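 further: 0% = DMSO control wells and 100% = blanks with heterologous ssDNA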
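material = hRad51 filaments on single-stranded DNA | timing = filaments 15 min 37 °C, then compound 30 min | signal = FRET fluorescence dequenching, excitation 485 nm, emission 520 nm | benchmarks = control wells and blank wells on each plate | evaluation = percent inhibition relative to plate controls and blanks | compound = 10 µM final, single point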
FXIIa inh 1536: human FXIIa protease inhibitors, primary screen, biochemical, 1536-well. 0.3% of 220,000 active. purified FXIIa, Boc-QGR-AMC fluorogenic substrate, 2 h. inhibition, % at 5 µM. Coagulation factor XII (Homo sapiens), P00748; in the data active means inhibition above about 40%;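 further: 0% = enzyme with no compound and 100% = blank without enzyme; many of its hits are not listed in these tables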
Thrombin inh: human alpha-thrombin inhibitors, primary screen, counter-screen for coagulation protease inhibitor project, biochemical, 1536-well, fluorogenic AMC substrate | Prothrombin (Homo sapiens), P00734 | Boc-VPR-AMC fluorogenic substrate cleavage | inhibition, % at 5 µM | 0.26% of 220,000 active;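 active means inhibition at or above 40%; inactive means inhibition below 40%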;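 further: 0% = enzyme with no compound and 100% = wells without enzyme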
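Material: human alpha-thrombin protein; Also added: Boc-VPR-AMC substrate, 15 µM final; Timing: enzyme reaction carried out at room temperature; Signal: fluorescence, ex 355 nm, em 460 nm; Measure: % inhibition of thrombin; Controls: enzyme without compound as high, wells lacking enzyme as low.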
FXIa inh 1536: human FXIa protease inhibitors, primary screen, biochemical, 1536-well; inhibition, % at 5 µM; 0.14% of 220,000 active; purified FXIa, Boc-Glu-Ala-Arg-AMC fluorogenic substrate; AID 798, 2007; Coagulation factor XI (Homo sapiens), P03951;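 active means inhibition of at least 40%; inactive means inhibition below 40%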;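 further: fluorescence of freed AMC excited at 355 nm; 0% = enzyme without compound and 100% = no enzyme blank; many of its hits are not listed in these tables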
Target sequence (P03951 19-387 limits assumed): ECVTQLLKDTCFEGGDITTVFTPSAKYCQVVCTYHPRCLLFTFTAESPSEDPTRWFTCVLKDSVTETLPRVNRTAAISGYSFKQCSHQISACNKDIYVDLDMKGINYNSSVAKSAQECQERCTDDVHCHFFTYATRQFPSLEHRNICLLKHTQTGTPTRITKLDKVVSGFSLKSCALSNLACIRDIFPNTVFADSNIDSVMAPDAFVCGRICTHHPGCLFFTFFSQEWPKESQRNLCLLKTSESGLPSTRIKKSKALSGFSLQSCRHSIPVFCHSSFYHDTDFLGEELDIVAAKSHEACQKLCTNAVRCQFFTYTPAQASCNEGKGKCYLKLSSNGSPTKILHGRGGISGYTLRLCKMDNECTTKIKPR
Target sequence (P03951 388-625 limits assumed): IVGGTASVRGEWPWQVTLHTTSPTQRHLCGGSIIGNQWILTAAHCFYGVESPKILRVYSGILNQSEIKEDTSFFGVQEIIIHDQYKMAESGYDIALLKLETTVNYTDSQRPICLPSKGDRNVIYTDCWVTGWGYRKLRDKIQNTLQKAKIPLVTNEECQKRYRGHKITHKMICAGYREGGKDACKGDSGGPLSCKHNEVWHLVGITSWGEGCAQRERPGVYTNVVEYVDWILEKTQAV
Hck Nef HTS: inhibitors of Nef-activated human Hck kinase, primary screen, biochemical, Z-Lyte FRET, 384-well, Hck-YEEI; Tyrosine-protein kinase HCK (Homo sapiens), P08631; Recombinant Hck-YEEI plus Nef, Z-Lyte FRET kinase assay; inhibition, % at 20 µM; 0.68% of 220,000 active; AID 463187, 2010;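 active means Hck-Nef kinase inhibition above about 50%, limit read from the data; inactive means inhibition below that limit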;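 further: 0% = DMSO with Hck plus Nef and 100% = Hck alone without Nef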
TNF death inh: inhibitors of TNF-alpha triggered necroptosis, primary screen, cell-based, Jurkat FADD-/-, single concentration; activation (protection from cell death), % at 10 µM; Jurkat FADD-/- TNF necroptosis rescue, ATP luminescence, 24 h; 0 = TNF only, 100 = no-TNF cells; AID 463075, 2010; 0.068% of 220,000 active;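 active means activation, meaning protection from cell death, of at least 50% relative to plate controls; inactive means activation below 50%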;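 further: necroptosis triggered by 40 ng/mL TNF-alpha added together with compound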
L929 necroptosis: inhibitors of zVAD-triggered necroptosis, primary screen, L929 cells. L929 zVAD necroptosis rescue, ATP luminescence, 24 h; with zVAD 60 µM. viability rescue, % at 10 µM. 0.38% of 220,000 active. AID 1377, 2008;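 active means activation, scaled between plate controls, above about 75%, limit read from the data; inactive means activation under that limit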;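 further: 0% = zVAD with DMSO and 100% = DMSO alone without zVAD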
KLK5 inh: human KLK5 protease inhibitors, primary screen, biochemical, 1536-well; Kallikrein-5 (Homo sapiens), Q9Y337; recombinant hK5, fluorogenic AMC substrate cleavage; inhibition, % at 5 µM; 0.59% of 210,000 active;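 active means inhibition of 40% or more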;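 further: 0% = enzyme controls without compound and 100% = no-enzyme blanks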
Target sequence (Q9Y337 67-293 limits assumed): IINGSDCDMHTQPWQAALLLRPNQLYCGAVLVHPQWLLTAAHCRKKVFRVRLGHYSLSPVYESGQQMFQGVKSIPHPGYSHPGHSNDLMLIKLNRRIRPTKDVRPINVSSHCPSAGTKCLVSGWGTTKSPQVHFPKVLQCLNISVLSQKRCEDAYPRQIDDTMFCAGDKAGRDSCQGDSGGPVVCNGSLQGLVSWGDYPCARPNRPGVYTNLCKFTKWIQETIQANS
Cl transport mod: KCC2 cotransporter modulators, thallium flux, primary screen, cell-based, HEK293 KCC2, FluoZin-2 fluorescence, MLSMR; 2.2% of 190,000 active; KCC2 cells, thallium flux FluoZin-2 fluorescence; Solute carrier family 12 member 5 (Homo sapiens), Q9H2X9; B-score of Tl+ flux slope (higher = more flux/activation; lower = inhibition) at 10 µM; AID 1456, 2008;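 active means thallium flux slope and its plate-corrected score both differing from the plate sample mean at a set confidence after two filtering rounds, in either direction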;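 further: slope of fluorescence scaled to starting intensity during 10 to 20 s after thallium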
* hit, by the source's call; i = inactive; . = not tested or not shown. Not all compounds are listed; the hit share may differ from the screen's.

structure,Rad51 HR inh,FXIIa inh 1536,Thrombin inh,FXIa inh 1536,Hck Nef HTS,TNF death inh,L929 necroptosis,KLK5 inh,Cl transport mod
COc1ccccc1N1C(=O)C2CC(C)=C(C)CC2C1=O (stereo not drawn),-3,2,-6,3,2,-0.3,0.4,4,.
CC(=O)CCc1ccc(OCCCCN2CCC(Cc3ccccc3)CC2)cc1,3,4,-2,-6,-5,-1.4,0.1,-9,-2.8
O=C(COC(=O)c1ccc(Cl)c(S(=O)(=O)N2CCCCC2)c1)NCc1ccco1,.,18,10,9,9,-0.7,-1.1,.,-0.65
O=C(O)CCc1ccc(-c2cccs2)n1CC1CCCO1 (stereo not drawn),1,6,-7,-3,18,2.2,-0.2,-3,.
COc1ccccc1OCC(=O)NCCSCc1cccc(Cl)c1,13,10,-2,2,2,1.5,1.4,-3,-3.4
CCc1nc(N)nc(N)c1-c1ccc(Cl)cc1,-5,11,.,-1,1,-22,0.5,-7,-2.2
C=C(C)CN(CC)c1nc(N)c2c(N)nc3c(c2c1C#N)CC(=O)N3C12CC3CC(CC(C3)C1)C2,-10,-28,-9,-8,12,-8.7,1.9,-34,0.31
CCOC(=O)COc1ccc(S(=O)(=O)N2CCN(c3ccccc3F)CC2)cc1,-6,16,0,1,0,0.0,-0.2,-13,-0.45
CCn1c(CCn2ccnc2C)n[nH]c1=S,3,6,-3,-2,1,-0.6,0.0,-5,.
CCOC(=O)C1CCN(C(=O)Cn2cc3c(n2)CCC(C)C3)CC1 (stereo not drawn),5,-5,17,-10,1,-0.4,3.9,17,0.00086
Cc1c(C#N)c(N=CN(C)C)c(C(=O)c2ccccc2)n1-c1ccccc1,1,-4,-6,-6,3,-1.4,-0.5,-3,-0.88
COc1ccc2[nH]c(C(=O)N(Cc3ccccn3)Cc3ccccn3)cc2c1,.,7,-4,1,20,1.4,-0.6,1,-1.2
CCOC(=O)c1oc2ccccc2c1NC(=O)c1ccc(S(=O)(=O)N2CCCC2)cc1,1,6,-15,10,4,-3.6,-0.2,-1,0.37
COC(=O)c1cccc(NC(=O)C2C3CCC(C3)C2C(=O)O)c1 (stereo not drawn),-6,20,3,4,0,-1.5,-0.1,4,0.84
COc1ccc(-c2c[n+](CC(=O)c3ccccc3)c3n2CCCCC3)cc1,.,4,-7,-1,18,3.7,0.1,0,-0.62

Next part
structure,Rad51 HR inh,FXIIa inh 1536,Thrombin inh,FXIa inh 1536,Hck Nef HTS,TNF death inh,L929 necroptosis,KLK5 inh,Cl transport mod
Cc1ccc(NC(=O)N2CCCC2C(=O)NCCC2=CCCCC2)cc1 (stereo not drawn),1,16,11,7,0,-1.2,-0.6,2,-0.56
CCCC(=O)Nc1c2c(nn1-c1ccc(OC)cc1)CS(=O)C2 (stereo not drawn),.,-2,-6,-5,-2,0.2,0.8,-2,1
Cc1cc(NC(=O)c2ccccc2)ncc1NC(=O)c1ccco1,-1,11,-2,-6,4,-6.9,1.2,-5,.
COc1ccc(-n2c(C)cc(C(=O)NC3CCCCC3)c2C)cc1,0,11,3,0,-1,-2.9,-0.2,-7,-0.34
COc1ccc2[nH]c(C(=O)NCCN3CCCCC3)cc2c1,14,-4,-9,-6,9,3.4,2.2,-3,0.76
CCC(=O)N1CCN(c2ccc(NC(=O)c3ccc([N+](=O)[O-])o3)cc2)CC1,9,-2,3,-3,4,-8.2,50,-17,0.38
CCCCNC(=S)NC1CCCC1,-14,4,-3,7,4,0.9,-0.3,-5,0.6
O=C(CSC1=NCCS1)NCc1ccco1,.,-11,-9,-7,4,-1.2,0.1,-1,0.31
C/C(=N\O)C(=O)Nc1ccccc1,3,9,5,1,14,0.1,0.8,-3,0.48
COc1ccc(N(CC(=O)NC2CCCCC2)C(=O)CNC(=O)c2ccco2)cc1,-3,6,3,-4,23,0.1,0.9,7,-1
CCS(=O)(=O)c1ccc2oc(SCC(=O)NC34CC5CC(CC(C5)C3)C4)nc2c1,-2,-5,-6,-11,0,-1.0,-0.2,-1,.
COc1ccc(-c2nsc(SCC(=O)Nc3cc(C)on3)n2)cc1,4,21,-1,2,21,-0.6,0.1,3,-0.26
CCOC(=O)N/N=C\c1sccc1C,-6,0,-5,-7,4,0.7,0.7,-16,1.6
Cn1cnc([N+](=O)[O-])c1N=C(N)N,17,10,3,5,18,-0.3,-1.2,2,0.46
CC(O)c1ccc(-n2cnnn2)cc1 (stereo not drawn),5,8,-1,2,3,0.9,.,-16,0.093

Following part.
structure,Rad51 HR inh,FXIIa inh 1536,Thrombin inh,FXIa inh 1536,Hck Nef HTS,TNF death inh,L929 necroptosis,KLK5 inh,Cl transport mod
COc1ccc(CNC(=O)COC(=O)CCC(=O)c2cccs2)cc1,-16,4,2,-4,12,-1.1,-0.2,3,-0.21
Cc1cc(CNC(=S)Nc2ccc(Br)cc2Cl)nn1C,-2,6,1,-4,5,-0.9,0.7,-12,-1.4
COc1ccc2c(c1)c(CC(=O)OCC(=O)O)c(C)n2C(=O)c1ccc(Cl)cc1,4,17,-6,4,25,0.1,2.6,4,-1.4
O=C(Nc1ccccc1NC(=O)c1c(F)c(F)c(F)c(F)c1F)c1c(F)c(F)c(F)c(F)c1F,1,2,3,-1,-1,-13,0.2,-19,.
Clc1ccc(-c2csc(=Nc3cccnc3)n2CCCn2ccnc2)cc1Cl,17,35,11,14,0,-1.5,0.3,23,-1.3
S=C(NC12CC3CC(CC(C3)C1)C2)N1CCOCC1,-4,3,-7,-4,18,0.3,42,-1,-0.59
COc1cccc(CN(C)C(=O)c2cc(COc3c(F)cccc3F)on2)c1,-22,10,0,6,-11,-0.7,0.0,.,.
Cc1cc2ccccc2n1CCC(=O)O,.,8,0,0,14,-0.4,0.5,0,-0.32
COc1cc(C2Nc3ccc4ncccc4c3C3=C2C(=O)CCC3)ccc1O (stereo not drawn),7,18,0,5,5,-12,0.0,7,1
CC(CN(C(N)=O)c1ccccc1O)C(=O)O (stereo not drawn),1,3,-1,6,2,-0.3,-0.1,-22,1.4
COc1ccccc1N1C(=O)CC(N2CCc3ccccc32)C1=O (stereo not drawn),4,30,2,18,0,-1.1,0.0,-9,.
COc1ccc(OC)c2sc(NC(=O)C3CC3)nc12,4,10,-8,1,5,1.0,2.9,-7,.
Oc1ccccc1/C=N/c1c(-c2ccco2)nc2ccccn12,-8,-3,4,6,3,-11,-0.2,28,0.55
COC(=O)c1cc(NC(=O)c2cccc(Cl)c2)c(=O)oc1/C=C/Nc1cc(C)cc(C)c1,i,19,2,4,5,0.5,6.6,7,i
COc1ccc(N2C(=O)C3ON(C4SC(=S)N(C)C4(C)C)C(c4ccc(Cl)cc4)C3C2=O)cc1 (stereo not drawn),.,1,-7,-4,-1,1.7,-0.2,-10,-0.11

Additional entries follow:
structure,Rad51 HR inh,FXIIa inh 1536,Thrombin inh,FXIa inh 1536,Hck Nef HTS,TNF death inh,L929 necroptosis,KLK5 inh,Cl transport mod
CC12CC(NC(=O)N1c1cccc(C(=O)N3CCN(c4ccccc4)CC3)c1)c1ccccc1O2 (stereo not drawn),-1,1,-6,-4,-16,-3.6,0.3,-8,-0.86
COc1ccc2c(c1)C1(C)CC(C)(C)N2C(=O)N1c1ccccc1 (stereo not drawn),.,13,-8,6,3,-2.7,0.1,-7,0.4
Nc1ccc2nc(CCc3ccccc3)[nH]c2c1,-6,6,-7,0,0,-8.0,1.9,-11,-0.76
Cc1ccc(C)c(S(=O)(=O)N2CCN(CC(=O)Nc3cc(C)on3)CC2)c1,0,14,-7,3,1,-3.0,0.7,8,0.62
COc1ccc(-c2cccc(C3CC=CC4C3C(=O)N(Cc3ccccc3)C4c3cc(C)ccc3F)c2)cc1 (stereo not drawn),-5,23,13,7,6,-4.4,0.7,9,2.1
CN(C(=O)CC(NC(=O)c1ccccc1)(c1ccccc1)c1ccccc1)c1ccccc1,-2,13,0,0,2,-2.5,-0.2,5,-0.0025
CC(C)CCNC(=O)NC(=O)Cn1cc(C(F)(F)F)ccc1=O,0,18,4,9,-1,0.6,-0.3,-15,.
COc1nc(OCC#N)nc(N2CCCCC2)n1,-48,5,-9,-2,22,0.4,23,3,-0.4
O=C(Nc1cccc(C(F)(F)F)c1)c1cnc2n(c1=O)CCS2,-1,-4,-8,-9,-1,-1.3,0.1,0,0.75
Cc1nn(-c2ccccc2)c2sc(C(=O)NNC(=O)COc3cccc4ccccc34)cc12,-1,7,4,14,3,-1.1,0.1,5,.
Cc1cc2c(ccc3[nH]onc32)n1,-9,6,-9,-2,-2,3.4,0.6,-24,-0.73
Cc1cccc(NCCNc2cccc(C)c2)c1,-5,5,-1,0,0,-5.5,0.8,-13,0.22
S=C(NCc1ccccc1)N1CCn2cccc2C1c1ccncc1 (stereo not drawn),9,11,1,1,23,-0.2,-1.2,8,0.22
CC(C)(NO)/C(=N/O)c1ccc(Br)cc1,-3,0,-5,-5,2,-3.6,-0.4,-1,-0.33
Cc1cc(N/N=C2/CCCc3ccccc32)nc2ccccc12,13,13,0,4,0,-0.9,-0.8,26,0.13

Next section
structure,Rad51 HR inh,FXIIa inh 1536,Thrombin inh,FXIa inh 1536,Hck Nef HTS,TNF death inh,L929 necroptosis,KLK5 inh,Cl transport mod
O=C(COC(=O)c1cccc(N2C(=O)c3ccccc3C2=O)c1)Nc1ccccc1,-8,9,-9,1,1,1.4,1.2,-1,-0.23
NC1=NC(=O)/C(=C/c2c(OS(=O)(=O)c3ccc(Cl)cc3)ccc3ccccc23)S1,-11,8,-4,10,-1,1.8,0.1,-13,0.41
CCSc1nc2sc3c(c2c2nnc(SCC(=O)NCc4ccco4)n12)CCCC3,-8,.,.,.,0,-2.6,0.1,.,-1.7
S=c1[nH]nc(-c2cccnc2)n1-c1ccc2c(c1)OCCO2,0,11,-3,-1,23,-0.8,3.9,3,-0.0079
NS(=O)(=O)c1cccc(NC(=O)COC(=O)Cn2cnc3ccccc32)c1,-2,12,0,3,25,0.5,1.7,31,0.68
CSc1ccc(C(=O)C2CCCN(C(=O)c3nn(C)c(=O)c4ccccc34)C2)cc1 (stereo not drawn),0,7,-2,0,-1,-1.5,0.7,0,-0.89
COc1cc(C(C[N+](=O)[O-])c2c(N)n(C)c(=O)n(C)c2=O)ccc1O (stereo not drawn),1,10,-9,-2,26,0.1,-2.1,-2,-0.8

As entered above:
`NS(=O)(=O)c1cccc(NC(=O)COC(=O)Cn2cnc3ccccc32)c1` in Hck Nef HTS is listed with 25
`CC(C)CCNC(=O)NC(=O)Cn1cc(C(F)(F)F)ccc1=O` in Hck Nef HTS is listed with -1

Assay outcomes deposited in PubChem by several laboratories.
